# Screens from PubChem.
# TAAR1 ag: human TAAR1 agonism; Q96RJ0; activation, % at 3 µM; 360,000 compounds, 0.99% hits; CHO RD-HGA16 TAAR1, Fluo-8 calcium fluorescence; vehicle wells 0%, saturating PEA agonist 100%; AID 624467;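 active means activation above the mean activation of all test compounds in the run plus 3 SD, cut at about 38% in these data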
# Target sequence (Q96RJ0 whole entry, looked up): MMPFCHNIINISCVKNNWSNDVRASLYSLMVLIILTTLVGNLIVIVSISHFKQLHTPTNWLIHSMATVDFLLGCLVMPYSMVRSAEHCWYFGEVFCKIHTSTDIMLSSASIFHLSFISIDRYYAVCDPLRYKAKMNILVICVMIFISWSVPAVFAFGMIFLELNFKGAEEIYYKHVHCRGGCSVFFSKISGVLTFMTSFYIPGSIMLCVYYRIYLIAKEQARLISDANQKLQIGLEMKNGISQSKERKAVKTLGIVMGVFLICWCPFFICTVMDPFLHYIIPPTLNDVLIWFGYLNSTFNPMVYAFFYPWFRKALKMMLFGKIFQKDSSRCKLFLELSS
#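 test system = CHO RD-HGA16 cells carrying human TAAR1 plus Gα16 | schedule = 17-24 h seeding, 75 min 37 °C dye, 30 min RT | compound dosing = 3 µM single concentration | control set = DMSO and PEA EC100 | replicates = n 1 | signal = Fluo-8 fluorescence, 5 s baseline then 140 s kinetic read | measure = percent activation vs PEA EC100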
# M1 antag: antagonists of human M1 muscarinic receptor. P11229. AID 588852. inhibition, % at 3 µM. CHO-K1 hM1, Fluo-8 calcium fluorescence, ACh EC80 antagonist. 360,000 compounds, 1.3% hits;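 active means percent inhibition above its own plate's cutoff, namely the mean of that plate's compound wells plus 3 SD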;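 further: peak over basal fluorescence ratio during 140 s after agonist addition; 0% = ACh EC80 plus DMSO and 100% = DMSO alone without agonist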
# TAAR1 antagonist: human TAAR1 antagonism | CHO RD-HGA16 TAAR1, Fluo-8 calcium fluorescence, antagonist | Q96RJ0 | AID 624466 | inhibition, % at 3 µM | 360,000 compounds, 1.5% hits;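 active means inhibition above a per-plate cutoff, the mean inhibition of test compounds on that plate plus 3 SD, cut at about 49% in these data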;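 further: 0% = DMSO plus EC80 beta-PEA response and 100% = DMSO alone without agonist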
#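 Material: RD-HGA16 CHO cells with stable hTAAR1 and Gα16; Dosing: single nominal final test compound concentration of 3 µM; Schedule: seeding 17-24 h prior, 75-min 37 °C, 30-min RT dye loading; Detection: kinetic Fluo-8 calcium fluorescence measurement; Measure: % inhibition from peak post-agonist over basal fluorescence ratio; Benchmarks: vehicle and agonist controls.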
# CHRM1 PAM: positive allosteric modulators of human M1 muscarinic receptor; P11229; CHO-K1 hM1, Fluo-8 calcium fluorescence, ACh EC20; 0% = ACh EC20, 100% = maximal ACh; activation, % at 3 µM; 360,000 compounds, 0.088% hits; in the data active means activation above about 19%, passing the limit was not always enough
# CHRM1 agonist: human M1 muscarinic receptor agonism | P11229 | CHO-K1 hM1, Fluo-8 calcium fluorescence, agonist mode; 0% DMSO, 100% acetylcholine EC100 | activation, % at 3 µM | 360,000 compounds, 0.33% hits | AID 588814;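 active means activation above the run's mean compound activation plus 3 SD, cut at about 16% in these data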;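 further: peak over basal fluorescence ratio within a 140 s kinetic read after compound addition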
# CHO parental Ca: counter-screen for OX1R antagonists: effect in parental CHO cells; parental CHO-K1, ATP-induced calcium, Fluo-8 fluorescence; inhibition, % at 5.6 µM; 330,000 compounds, 0.63% hits;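 active means inhibition above that plate's mean sample inhibition plus 3 SD, cut at about 26% in these data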;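 further: 0% = ATP-challenged DMSO wells and 100% = DMSO wells without ATP; some compounds past the cut are filed as inactive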
#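 Material: parental CHO cells / Compound: single nominal dose of 5.6 µM per compound / Signal: Fluo-8 fluorescence / Replicates: singlicate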
# OXTR potentiator: potentiators of human oxytocin receptor. P30559. activation, % at 3 µM. 320,000 compounds, 0.061% hits. CHO-OTR cells, Fluo-8 calcium fluorescence, potentiator mode; 0% = oxytocin EC15, 100% = EC100. AID 2445;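 active means activation above that plate's cutoff, the mean activation of tested compounds plus 3 SD, cut at about 6.6% in these data, passing the limit was not always enough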;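 further: 100% uses oxytocin at 75 nM as the full agonist control; some results filed as inactive read as strong as hits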
#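 Material: human OTR in CHO cells. Compound: 3.0 µM, one dose. Timing: compound 6 min at room temperature before oxytocin, 100 s read. Evaluation: % activation of max/min ratio relative to oxytocin controls. Replication: single well per compound, singlicate. Signal: Fluo-8 calcium dye fluorescence.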
# OXTR agonist: activates the human oxytocin receptor; P30559; CHO-OTR cells, Fluo-8 calcium fluorescence; normalized: DMSO 0%, oxytocin 100%; activation, % at 3 µM; 320,000 compounds, 0.32% hits;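 active means activation above the mean of all tested compounds plus 3 SD, cutoff set per screening run, cut at about 20% in these data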;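 further: peak over basal fluorescence ratio from a 100 s FLIPR kinetic read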
# V1R ag counter: activates human V1a receptor in oxytocin agonist counter-screen; P37288; CHO-V1R cells, Fluo-8 calcium fluorescence, agonist mode; 0% DMSO, 100% 3 nM vasopressin; activation, % at 3 µM; 320,000 compounds, 0.25% hits;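 active means activation above the mean activation of all tested compounds plus 3 SD, per screening run, cut at about 20% in these data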;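 further: signal is peak over basal fluorescence ratio across a 100 second FLIPR read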
# Target sequence (P37288 whole entry, looked up): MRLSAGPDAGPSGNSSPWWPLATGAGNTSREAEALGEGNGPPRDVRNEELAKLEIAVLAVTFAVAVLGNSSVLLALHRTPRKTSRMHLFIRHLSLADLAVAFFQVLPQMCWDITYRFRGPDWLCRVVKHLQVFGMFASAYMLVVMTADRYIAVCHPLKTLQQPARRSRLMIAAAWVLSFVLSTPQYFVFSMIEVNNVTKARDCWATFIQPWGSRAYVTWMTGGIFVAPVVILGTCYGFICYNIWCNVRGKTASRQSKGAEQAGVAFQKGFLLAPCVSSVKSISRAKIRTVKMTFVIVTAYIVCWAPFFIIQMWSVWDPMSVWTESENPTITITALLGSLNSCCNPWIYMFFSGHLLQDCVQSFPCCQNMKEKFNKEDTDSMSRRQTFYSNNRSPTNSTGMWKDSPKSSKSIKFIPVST
# * marks the source's active call; other numbers are inactive results; / = no result given.
# The first two compounds as a preview:
SMILES,TAAR1 ag,M1 antag,TAAR1 antagonist,CHRM1 PAM,CHRM1 agonist,CHO parental Ca,OXTR potentiator,OXTR agonist,V1R ag counter
Cc1ccc([C@@H]2[C@@H]3C(=O)N(C)C(=O)[C@@H]3[C@]3(C)C(=O)N(Cc4ccc(-c5ccccc5)cc4)CC(=O)N23)o1,2,0,-7,3,-4,-26,1,-0.3,0.1
COc1cccc(-c2nc(-c3ccncc3)no2)c1,2,-4,-19,2,-4,-1,1,-0.1,0.9

# The whole of this part, from the first entry:
SMILES,TAAR1 ag,M1 antag,TAAR1 antagonist,CHRM1 PAM,CHRM1 agonist,CHO parental Ca,OXTR potentiator,OXTR agonist,V1R ag counter
Cc1ccc([C@@H]2[C@@H]3C(=O)N(C)C(=O)[C@@H]3[C@]3(C)C(=O)N(Cc4ccc(-c5ccccc5)cc4)CC(=O)N23)o1,2,0,-7,3,-4,-26,1,-0.3,0.1
COc1cccc(-c2nc(-c3ccncc3)no2)c1,2,-4,-19,2,-4,-1,1,-0.1,0.9
CCCCCCn1c(N2CCC(C)CC2)nc2c1c(=O)[nH]c(=O)n2C,-2,0,-15,-2,-5,-18,-15,-2.4,2.5
Fc1cccc(CO/N=C/c2c(-c3ccccc3)nc3ccc(Cl)cn23)c1,4,-12,-15,10,-4,-8,3,-0.6,0.1
CCOCCCNC(=O)C(NC(=O)CNC(=O)c1ccccc1)c1ccccc1 (configuration not stated),4,12,-4,-6,-1,-10,-4,-0.2,-0.1
COc1ccccc1NC(=O)CN1C(=O)NC2(CCCCCCC2)C1=O,2,8,-25,7,-1,-15,-8,0.0,1.2
C/C(=N/NC(=O)CNC(=O)c1ccccn1)c1ccccc1,6,-5,-10,7,-6,-5,-4,-0.1,0.1
Cc1noc(C)c1COC(=O)/C=C/c1ccc(Cl)cc1,0,-8,2,3,-3,-24,1,-1.9,1.6
C/C(=N\NC(=O)COc1ccc(C(C)(C)C)cc1)c1cc2ccccc2o1,1,-4,16,5,-7,-13,-13,-1.0,-0.6
CC(C)Cn1c(SCC(=O)c2c(N)n(C)c(=O)n(C)c2=O)nc2ccccc21,4,-19,2,4,-3,-16,-1,0.3,-1.3
CCNC(=S)N1CCCC(c2nc3ccc(C)cc3[nH]2)C1 (configuration not stated),2,-17,3,19,-14,-6,-3,-1.7,-0.7
C[C@@H]1CN([C@H](C)CO)C(=O)c2cc(NC(=O)Cc3cn(C)c4ccccc34)ccc2O[C@H]1CN(C)S(=O)(=O)c1ccc(F)cc1,3,-3,-8,3,-10,-13,-2,1.7,1.7
COc1ccc(-n2cnc3sc4c(c3c2=O)CCCC4)cc1,7,-14,10,10,-10,-16,-6,-1.3,-0.2
CC1Cc2ccccc2N1C(=O)COC(=O)c1n[nH]c(=O)c2ccccc12 (configuration not stated),9,0,-8,4,-4,-13,-5,-1.1,0.2
Cc1cc(NS(=O)(=O)c2ccc(NC(=O)c3cccc(OC(F)F)c3)cc2)nc(C)n1,2,-4,21,6,-6,-2,-7,0.6,-0.2
C=C(C)C1CC=C(C)/C(=N/NC(=O)c2cccc([N+](=O)[O-])c2)C1 (configuration not stated),-2,-6,-12,7,-6,-8,-8,-1.9,-1.0
Cc1cc(C)nc(N/N=C/c2cccc3ccccc23)n1,1,2,-6,0,3,0,-3,-2.4,-1.0
CC1CC(C)CN(C(=O)c2ccc(S(=O)(=O)N3CC(C)CC(C)C3)cc2)C1 (configuration not stated),-6,-3,-2,3,-10,-20,-6,-2.1,-0.9
CC(=O)c1cccc(OCC(=O)Nc2cc(Cl)ccc2-n2cncn2)c1,0,0,-12,3,-3,-11,0,0.5,0.3
CN(CC(=O)N1CCC(C(N)=O)CC1)S(=O)(=O)c1ccc2ccccc2c1,0,-8,5,8,2,-6,-9,0.1,4.0
CCC(O)CC(C(=O)NNc1ccccc1)C(=O)NNc1ccccc1 (configuration not stated),5,-2,9,11,-8,-30,-10,-0.2,0.1
CCC(C)C(NC(=O)c1ccccc1NC(=O)c1ccco1)C(=O)NNC(=O)c1ccncc1 (configuration not stated),0,-17,-6,15,-2,-6,2,-1.6,-0.7
COc1ccc(NC(=O)C(OC(=O)c2cnccn2)c2ccccc2)cc1Cl (configuration not stated),2,2,-24,-1,-1,-11,-12,-0.7,-0.7
Cc1cccc(-c2noc(-c3cc4ccccc4oc3=O)n2)c1,15,-3,-1,8,-1,-14,-3,0.3,0.5
CCOCCCNC(=S)N1CCN(Cc2ccco2)CC1,0,8,5,-6,-5,-25,1,0.4,0.6
O=C(c1ccco1)N1CCN(Cc2cc(=O)oc3cc(O)ccc23)CC1,1,-4,-2,4,-2,-8,-11,1.8,0.4
CNc1c(NC(=O)C2CCC(C)CC2)c(=O)oc2ccccc12 (configuration not stated),-2,0,2,-3,-3,-2,-7,-0.6,-0.6
Fc1cccc(/C=N/Nc2nc3ccccc3[nH]2)c1,26,/,7,/,/,-36,3,-1.8,-1.3
O=C(COc1ncnc2ccccc12)c1ccc(Cl)cc1,0,-10,11,8,-9,-23,-5,-2.3,-0.9
COC(=O)c1ccc(C)c(NC(=O)CSc2nnc3ccccn23)c1,-2,0,87*,8,-4,-16,3,0.3,0.0
COc1ccc(C)cc1NC(=O)C(OC(=O)c1cccc(S(=O)(=O)N(C)c2ccccc2)c1)c1ccccc1 (configuration not stated),0,-12,3,7,-8,-3,-1,-0.1,-0.9
CCOC(=O)C1CCN(CCC(=O)Nc2ccc(Cl)cc2)CC1,5,8,-8,-5,-4,-13,-8,3.2,4.2
CN(C)c1ccc(C2C3C(=O)N(c4ccc(C(=O)O)cc4)C(=O)C3ON2c2ccccc2)cc1 (configuration not stated),4,-21,8,7,-2,-3,-8,0.3,1.0
O=C1N/C(=N/N=C/c2ccccc2O)SC1Cc1ccc(F)cc1 (configuration not stated),0,-11,-4,5,-3,18,-5,0.0,-0.8
Oc1ccc(N=C/C=C/c2cccc(Br)c2)cc1-c1nc2ccccc2s1,/,-14,/,17,4,-6,-2,0.6,1.0
CC(C(=O)Nc1nncs1)N1C(=O)C2C3C=CC(C3)C2C1=O (configuration not stated),4,-7,-20,5,-6,4,-19,0.5,1.7

# Full records from above. Values in the order: TAAR1 ag, M1 antag, TAAR1 antagonist, CHRM1 PAM, CHRM1 agonist, CHO parental Ca, OXTR potentiator, OXTR agonist, V1R ag counter
# Listed for `CC1Cc2ccccc2N1C(=O)COC(=O)c1n[nH]c(=O)c2ccccc12` (configuration not stated) : 9, 0, -8, 4, -4, -13, -5, -1.1, 0.2
# Listed for `O=C(COc1ncnc2ccccc12)c1ccc(Cl)cc1` : 0, -10, 11, 8, -9, -23, -5, -2.3, -0.9
# Listed for `CN(C)c1ccc(C2C3C(=O)N(c4ccc(C(=O)O)cc4)C(=O)C3ON2c2ccccc2)cc1` (configuration not stated) : 4, -21, 8, 7, -2, -3, -8, 0.3, 1.0
# Listed for `COc1ccc(-n2cnc3sc4c(c3c2=O)CCCC4)cc1` : 7, -14, 10, 10, -10, -16, -6, -1.3, -0.2

# Later entries.
SMILES,TAAR1 ag,M1 antag,TAAR1 antagonist,CHRM1 PAM,CHRM1 agonist,CHO parental Ca,OXTR potentiator,OXTR agonist,V1R ag counter
COc1ccc(-c2cc(C)nc(SCC(=O)c3cccc([N+](=O)[O-])c3)n2)cc1,3,-4,11,5,-6,-3,-8,-0.4,0.2
COc1ccc(-c2cc(=O)oc3c(C)c(OCC(=O)N(C)C)ccc23)cc1,0,-11,13,3,-3,-14,-6,0.1,0.6
Cc1ccc(C=Nc2ccccc2C#N)s1,2,-3,-5,1,-4,-3,-3,-0.9,0.0
CC(C)C[C@H](NC(=O)OC(C)(C)C)C(=O)N[C@@H](CO)[C@H](O)[C@@H]1C[C@@H]1C(=O)NC1CCCCC1,15,-6,-9,3,-3,-3,-10,0.1,0.8
CC1CCC(NC(=O)c2ccc(S(C)(=O)=O)cc2)CC1 (configuration not stated),-1,7,-3,-6,-4,8,-4,-0.6,0.5
CN(C(=O)CSc1ncnc2sc3c(c12)CCCC3)C1CCS(=O)(=O)C1 (configuration not stated),0,-14,-9,11,-5,-13,4,-0.1,0.6
Cc1cccc(COCC(Cc2ccccc2)N2CCN(C(=O)c3cc(Cl)cc(Cl)c3)CCC2=O)c1 (configuration not stated),/,-5,/,-3,-5,-27,-10,-1.1,2.3
N#Cc1ccccc1OCC(=O)OCC(=O)c1ccc2c(c1)NC(=O)CO2,15,14,34,-6,0,-4,-1,2.9,3.2
CC(C)(C)OC(=O)N1CCCC(C(=O)Nc2cccc(C(=O)NCc3ccccc3)c2)C1 (configuration not stated),7,0,3,-13,0,/,/,/,/
COc1ccc(Oc2coc3cc(OC(=O)N4CCOCC4)ccc3c2=O)cc1,8,-5,2,2,0,-10,-11,3.9,3.4
COc1ccc(CNCCNC(=O)c2cccs2)c(OC)c1OC,10,-6,6,9,-12,-19,-4,-0.3,0.3
Cc1noc(C)c1NC(=O)Nc1cccc2c1O[C@@H](CN(C)Cc1ccc3c(c1)OCO3)[C@@H](C)CN([C@H](C)CO)C2=O,0,-3,-7,5,-7,1,10,2.0,1.1
N#CCC(=O)Nc1ccc(C(F)(F)F)cc1N1CCOCC1,1,-13,-10,10,-1,-24,-5,0.5,-0.8
CCCn1cnnc1CNC(=O)[C@H]1O[C@@H](n2cnc3c(N)ncnc32)[C@H](O)[C@@H]1O,1,-36,-7,0,0,/,/,/,/
CC(C)(C)NC(=O)NC(=O)CSc1ncccn1,2,0,-8,5,-3,10,-23,0.4,-0.9
C=CCN(C(=O)Cn1nc(C)n2c(cc3cc(C)ccc32)c1=O)c1ccccc1,2,-2,-23,4,-4,-28,-12,-1.8,1.1
Cn1c(=O)[nH]c(=O)c2c1nc(N1CCN(Cc3ccccc3)CC1)n2CCSc1ncccn1,1,33*,-12,-14,-5,-10,-4,-1.6,0.5
Cc1ccc(S(=O)(=O)Cc2ccccc2Cl)cc1,-1,14,12,-9,-5,1,-8,-2.8,-1.6
O=C(COc1ncnc2ccccc12)NC1CCS(=O)(=O)C1 (configuration not stated),5,-7,-17,5,8,-3,-8,1.4,0.7
O=C(COC(=O)c1ccccc1)c1ccc2c(c1)OCCO2,4,-8,7,5,-5,/,/,/,/
CCOC(=O)C1(Cc2ccc(OC)cc2)CCN(C(=O)CCn2cccn2)CC1,2,-24,-6,8,0,-10,-7,0.1,0.8
O=C(C1CCCN(Cc2ccc(Br)cc2)C1)N1CCCCC1 (configuration not stated),1,21,-34,-14,-8,-9,-12,-0.3,-0.5
CCOC(=O)c1cnc2ccc(OCC)cc2c1NCc1ccccc1OC,3,-4,-7,0,-6,-21,-6,-2.7,-0.7
